Screening results (PubChem BioAssay)
Luciferase inh: Firefly luciferase inhibition profiling of diverse chemical library using quantitative high-throughput screening. purified P. pyralis luciferase, luminescence, biochemical. Potency, µM (series often up to 115 µM), without a hit: at the top dose activity change, negative = inhibition, usual class: inhibitors. 2.5% of 76,000 active. AID 1347043, 2019; further: potency means the concentration at half of the fitted maximal effect; nearly all actives have a fitted effect of over 65% in size
Target sequence (P08659 whole entry, looked up): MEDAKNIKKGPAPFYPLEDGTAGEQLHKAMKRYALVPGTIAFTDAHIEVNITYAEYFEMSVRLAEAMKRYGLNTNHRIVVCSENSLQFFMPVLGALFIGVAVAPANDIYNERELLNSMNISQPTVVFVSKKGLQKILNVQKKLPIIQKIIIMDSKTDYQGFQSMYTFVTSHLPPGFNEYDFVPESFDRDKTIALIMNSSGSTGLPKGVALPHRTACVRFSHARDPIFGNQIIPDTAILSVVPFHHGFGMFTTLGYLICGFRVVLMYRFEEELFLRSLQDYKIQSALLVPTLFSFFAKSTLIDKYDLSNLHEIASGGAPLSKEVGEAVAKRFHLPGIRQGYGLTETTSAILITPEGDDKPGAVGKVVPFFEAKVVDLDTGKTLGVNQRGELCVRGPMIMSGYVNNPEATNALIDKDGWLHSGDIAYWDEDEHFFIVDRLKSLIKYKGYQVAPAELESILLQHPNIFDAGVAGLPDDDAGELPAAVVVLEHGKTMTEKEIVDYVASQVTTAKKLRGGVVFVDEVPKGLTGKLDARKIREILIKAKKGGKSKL
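Purified P. pyralis luciferase (10nM final) in 50mM Tris acetate pH 7.5, 10mM Mg acetate, 0.01% Tween-20, 0.05% BSA with 10uM D-luciferin and 10uM ATP. Compounds titrated qHTS. Luminescence imaged on CCD.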
GPT2 inhibitor: Primary qHTS assay for inhibitors of Glutamate pyruvate transaminase 2 (GPT2); Recombinant GPT2, coupled pyruvate oxidase/HRP Amplex Red fluorescence; Potency, µM (highest dose often 57.7 µM), for the others: top-dose activity change, negative = inhibition, hits mostly inhibitors; AID 1671188, 2021; Alanine aminotransferase 2 (Homo sapiens), Q8TD30; 0.25% of 100,000 active; further: potency means the concentration at half of the fitted maximal effect; nearly all actives have a fitted effect of over 60% in size; many of its hits are not listed in these tables
Target sequence (Q8TD30 whole entry, looked up): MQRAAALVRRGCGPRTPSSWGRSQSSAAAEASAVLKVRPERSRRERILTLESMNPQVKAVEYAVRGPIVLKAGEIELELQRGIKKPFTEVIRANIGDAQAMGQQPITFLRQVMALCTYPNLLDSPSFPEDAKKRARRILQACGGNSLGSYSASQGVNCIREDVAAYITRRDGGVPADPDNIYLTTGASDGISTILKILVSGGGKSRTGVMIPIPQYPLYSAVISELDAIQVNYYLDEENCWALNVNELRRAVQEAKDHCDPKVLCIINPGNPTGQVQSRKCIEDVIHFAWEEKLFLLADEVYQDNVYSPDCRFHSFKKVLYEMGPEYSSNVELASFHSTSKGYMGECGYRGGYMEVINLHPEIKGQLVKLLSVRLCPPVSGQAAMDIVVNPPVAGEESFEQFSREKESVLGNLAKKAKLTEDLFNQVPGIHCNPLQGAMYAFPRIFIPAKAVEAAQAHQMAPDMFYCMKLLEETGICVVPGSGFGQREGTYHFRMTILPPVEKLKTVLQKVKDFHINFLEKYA
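Fluorescence read-out: pyruvate from GPT2 turnover coupled to pyruvate oxidase, HRP and Amplex Red (0.2mM ThPP, 0.2U/mL PO and HRP, 50uM Amplex final). Substrates 250uM a-KG, 2mM L-alanine; enzyme 10ng/uL; 30 min RT.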
NIH3T3 tox: Cytotoxic Profiling in NIH 3T3 Cell Line of Diverse Libraries Using Quantitative High-Throughput Screening; NIH 3T3 viability, CellTiter-Glo ATP luminescence, 48-72 h; Potency, µM (highest dose often 96.7 µM), inactives show at the top dose activity change, negative = cytotoxicity, actives largely listed as inhibitors; 4.3% of 94,000 active; further: potency means the concentration at half of the fitted maximal effect; nearly all actives have a fitted effect of over 55% in size
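NIH 3T3 cells at 400 cells/well received 23 nL of compound by pintool and were incubated 48 or 72 h at 37 °C. Viability was read as ATP-coupled CellTiter-Glo luminescence.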
IP6K1 inhibitor: Primary qHTS assay for small molecule inhibitors of Inositol hexaphosphate kinase 1 (IP6K1); IP6K1 kinase, ADP-Glo luminescence, 2 h; hits give low values; AID 1645851, 2021; Inositol hexakisphosphate kinase 1 (Homo sapiens), Q92551; activity change, % (series mostly up to about 58 µM); 0.81% of 140,000 active; in the data active means activity change below about -25%
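ADP-Glo luminescence measures ADP made by human IP6K1 during a 2 h RT reaction with ATP/IP6 (mix at 1.3 mM/130 uM); top library doses 57.5 and 19.1 uM final.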
SNCA expr inh: Primary qHTS assay for inhibitors of alpha-synuclein gene (SNCA) expression; AID 1671194, 2021; HEK-293 SNCA-luciferase knock-in, luminescence, 24 h; 0.17% of 140,000 active; Potency, µM (titrated, usually from 57.2 µM), for inactives: top-dose activity change, negative = inhibition, hits mostly inhibitors;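 further: potency means the concentration at half of the fitted maximal effect; plate controls were DMSO cells for no effect and cell-free wells for full effect; nearly all actives have a fitted effect of over 45% in size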
SNCA viab count: GF-AFC viability counterscreen for inhibitors of alpha-synuclein gene (SNCA) expression; HEK-293-SNCA-luc viability, GF-AFC fluorescence, 24 h; Potency, µM (highest dose often 57.1 µM), inactives show top-dose activity change, negative = cytotoxicity, usual class: cytotoxic; 0.12% of 150,000 active; AID 1671193, 2021;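 further: potency means the concentration at half of the fitted maximal effect; 0% = DMSO-treated cells and -100% = medium-only wells without cells; nearly all actives have a fitted effect of over 30% in size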
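HEK-293-SNCA-luc cells (1500/well) plated 24 h, then exposed 24 h to a dilution series; GF-AFC added 30 min at 37C, fluorescence 405/540 nm; normalised to medium-only and DMSO wells, Hill fit.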
HEK cytotox: Cytotoxic Profiling in HEK 293 Cell Line of Diverse Libraries Using Quantitative High-Throughput Screening; HEK 293 viability, ATP luminescence (CellTiter-Glo), 48-72 h; Potency, µM (top dose mostly 115 µM), without a hit: at the highest dose activity change, negative = cytotoxicity, actives largely listed as inhibitors; 6.6% of 94,000 active; AID 1345083, 2018; further: potency means the concentration at half of the fitted maximal effect; nearly all actives have a fitted effect of over 60% in size
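Pintool-delivered compounds were incubated with HEK 293 cells (250 cells/well) at 37 degree Celsius for 48 or 72 hr. ATP-dependent luminescence (CellTiter-Glo) then reported remaining viable cells.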
The depositor's hits bear a star; i = inactive; ? = inconclusive; nt = not tested or not shown; [ ] = remark or other dose. Unless noted, the call rests on the fitted dose curve; in most records, active means well fitted curve in the direction sought with a large enough effect; inconclusive means small, poorly fitted or top-dose-only effect, or another doubt; inactive means no such curve, though single readings can be large; an effect the other way counts as inactive or inconclusive. Unless noted, on the % scale 0 is the no-effect control and ±100 the full control effect. A portion of the library; rates above refer to the full screens.

Start of the listing, in advance (seven entries):
SMILES	Luciferase inh	GPT2 inhibitor	NIH3T3 tox	IP6K1 inhibitor	SNCA expr inh	SNCA viab count	HEK cytotox
C[C@H]1[C@@H]2[C@H]3OC(=O)[C@H](C)C3CC[C@@]2(C)CC[C@@H]1NC(=O)c1ccncc1 (stereo not given in full)	-1%[172 µM]	i	-28%[138 µM]	-9	8%[87.6 µM]	-5%[87.6 µM]	-29%[172 µM]
N[C@H]1CONC1=O	nt	2%	nt	nt	13%	7%	nt
CC(=O)N1CCC(N2C[C@@H]3C[C@H]2C(=O)N(C)c2ccccc2O3)CC1	-4%[172 µM]	i	i	4	-24%[87.6 µM]	3%[87.6 µM]	i
CN(CC1CC1)C1CCc2ccccc21 (stereo not given)	1%[230 µM]	2%[88.5 µM]	-9%[174 µM]	3	24%[87.6 µM]	7%[87.6 µM]	0%[230 µM]
O=C(c1ccc(Cl)nc1)N1CCCC(C(=O)N2CCC(N3Cc4cccn4C3=O)CC2)C1 (stereo not given)	nt	-8%	i	-13	-2%	5%	i
CCN(C(=O)c1c(C)oc2ncn(CC(C)C)c(=O)c12)c1cccc(Cl)c1	nt	nt	nt	20	15%	5%	nt
O=C(NC1CCNC1)C1CCN(c2nc(-c3ccccc3)nc3c2CCC3)CC1 (stereo not given)	9%	4%	?	21	-1%	?	35µM*

The whole of this part (from the top)
SMILES	Luciferase inh	GPT2 inhibitor	NIH3T3 tox	IP6K1 inhibitor	SNCA expr inh	SNCA viab count	HEK cytotox
C[C@H]1[C@@H]2[C@H]3OC(=O)[C@H](C)C3CC[C@@]2(C)CC[C@@H]1NC(=O)c1ccncc1 (stereo not given in full)	-1%[172 µM]	i	-28%[138 µM]	-9	8%[87.6 µM]	-5%[87.6 µM]	-29%[172 µM]
N[C@H]1CONC1=O	nt	2%	nt	nt	13%	7%	nt
CC(=O)N1CCC(N2C[C@@H]3C[C@H]2C(=O)N(C)c2ccccc2O3)CC1	-4%[172 µM]	i	i	4	-24%[87.6 µM]	3%[87.6 µM]	i
CN(CC1CC1)C1CCc2ccccc21 (stereo not given)	1%[230 µM]	2%[88.5 µM]	-9%[174 µM]	3	24%[87.6 µM]	7%[87.6 µM]	0%[230 µM]
O=C(c1ccc(Cl)nc1)N1CCCC(C(=O)N2CCC(N3Cc4cccn4C3=O)CC2)C1 (stereo not given)	nt	-8%	i	-13	-2%	5%	i
CCN(C(=O)c1c(C)oc2ncn(CC(C)C)c(=O)c12)c1cccc(Cl)c1	nt	nt	nt	20	15%	5%	nt
O=C(NC1CCNC1)C1CCN(c2nc(-c3ccccc3)nc3c2CCC3)CC1 (stereo not given)	9%	4%	?	21	-1%	?	35µM*
O=C1C(N2CCN(S(=O)(=O)c3ccc(Cl)cc3)CC2)CCN1CCc1ccccc1 (stereo not given)	29%	-7%	-23%	20	-14%	-4%	?
CCOc1cccc2cc(-c3nnc(Nc4ccc(F)c(Cl)c4)s3)c(=O)oc12	nt	nt	nt	15	-7%	11%	nt
Cc1ccc(NC(=O)N2CCc3c(c4ccccc4n3C)C2)cc1C	?	i	?	-2	-23%	4%	45µM*
COC(=O)c1ccc(Nc2nc(-c3ccc(C)cc3)nc3ccccc23)cc1	nt	nt	nt	11	98%[activator]	-7%	nt
Cn1cccc1CN1CCC2(C1)C(=NC1CCCC1)NC(=O)N2c1cccnc1 (stereo not given)	nt	i	?	-6	-2%	7%	-11%
CNC(=O)N1CCC(N2C(=O)C3(CCCCC3)C2c2ccccc2)CC1 (stereo not given)	-5%	4%	-13%	-8	?	3%[12.5 µM]	-11%
Oc1ccc(Nc2ccnc(N3CC4CCC(C3)N4CC(F)(F)F)n2)cc1	nt	4%	-31%	-3	7%	-12%	?
CCOc1ccccc1NC(=O)CCCc1nc(-c2ccccc2Cl)no1	nt	nt	nt	28	19%	-3%	nt
Cc1ccc(C(=O)N2CCc3nnc([C@@H]4C[C@@H](O)CN4C)n3CC2)cn1	-6%	i	-2%	-12	-4%	3%	i
O=C(NCc1cccc(C(F)(F)F)c1)c1ccc2nnc(-c3ccoc3)n2c1	nt	i	?	-8	-16%	-18%	?
NC(=O)c1ccc(OC2CCN(C(=O)C3CCC3)CC2)nc1	0%	3%	-37%	4	-19%	7%	?
Cc1cc(C[C@@H]2COC[C@@H]2NC(=O)c2cc(-c3ccccc3O)n[nH]2)on1	1%	i	?	-8	-40%	-20%	-1%
Cc1cc(C)c(NC(=O)Cn2c(N(C)Cc3ccccc3)nc(C)cc2=O)c(C)c1	1%	i	?	15	-22%	-9%	?

Overlap with the part before: 5 compounds, followed by the next part.
SMILES	Luciferase inh	GPT2 inhibitor	NIH3T3 tox	IP6K1 inhibitor	SNCA expr inh	SNCA viab count	HEK cytotox
Cc1ccc(C(=O)N2CCc3nnc([C@@H]4C[C@@H](O)CN4C)n3CC2)cn1	-6%	i	-2%	-12	-4%	3%	i
O=C(NCc1cccc(C(F)(F)F)c1)c1ccc2nnc(-c3ccoc3)n2c1	nt	i	?	-8	-16%	-18%	?
NC(=O)c1ccc(OC2CCN(C(=O)C3CCC3)CC2)nc1	0%	3%	-37%	4	-19%	7%	?
Cc1cc(C[C@@H]2COC[C@@H]2NC(=O)c2cc(-c3ccccc3O)n[nH]2)on1	1%	i	?	-8	-40%	-20%	-1%
Cc1cc(C)c(NC(=O)Cn2c(N(C)Cc3ccccc3)nc(C)cc2=O)c(C)c1	1%	i	?	15	-22%	-9%	?
COc1ccc(-c2cn(C)c(=O)n3cc(COc4ccc(Cl)cc4)nc23)cn1	7%[172 µM]	2%[88.5 µM]	-35%[138 µM]	-20	22%[87.6 µM]	-16%[87.6 µM]	?
Cc1ccc(-c2cccc(CN3CCCC(NC(=O)Cc4ccccc4)C3)c2)cc1Cl (stereo not given)	nt	i	-3%	-14	-8%	5%	i
CS(=O)(=O)N1CCCN(Cc2cccc(F)c2)CCNC(=O)CC1c1ccccc1 (stereo not given)	-2%	i	-23%	9	-8%	4%	-24%
CCOCC(=O)N1CCCC(c2nc(CCOCc3ccccc3)no2)C1 (stereo not given)	nt	i	-27%	18	4%	-18%	2%
CC(C)c1ccc(N2C(=O)N[C@@H]3CCN(C(=O)CC4(CC(=O)O)CCCC4)[C@@H]3C2=O)cc1	-11%	i	-21%	4	25%	5%	-13%
CCCNC(=O)C1COC2(CCC(C)CC2)N1C(=O)c1ccccc1Cl (stereo not given)	4%	i	-27%	9	14%	3%	?
O=C(c1ccccc1F)N1CCn2c(nnc2[C@@H]2C[C@@H](O)CN2Cc2cccnc2)C1	5%	3%	4%	-5	13%	-4%[12.5 µM]	i
CCN1CCN(CC(O)COc2cccc(CNCCCc3scnc3C)c2)CC1 (stereo not given)	2%	-15%	-20%	4	-24%	-5%	?
COc1cc(F)ccc1-c1cc2c(nc1-c1ccccc1)nc(C(=O)NCCN(C)C)n2C	3%	2%	20µM*	4	-16%	-13%	32µM*
Oc1cccc(CN2CCCC23CCN(c2ccc(C(F)(F)F)cn2)CC3)c1	-4%	4%	?	6	0%	0%	?
COc1ccc(N2CCN(C(=O)c3cc4c(s3)CCN(C(C)=O)C4)CC2)cc1	-3%	?	-16%	-5	-11%	-11%	?
COc1ccc(-c2noc(-c3cccn3CC(=O)Nc3ccc(C)cc3)n2)cc1F	4%	i	-10%	-4	50%[activator]	0%	-5%
CCOc1ccc(NC(=O)Nc2c[nH]c(=O)[nH]c2=O)cc1	nt	nt	nt	-15	35%[activator]	-2%	nt
COc1ccc(N2Cc3cccc(C(=O)Nc4ccc(Cl)cc4)c3C2=O)cc1	nt	nt	nt	12	5%	?	nt
COc1ccc2nc3n(c2c1)[C@@H](CNC(=O)C1CCOCC1)COC3	2%[172 µM]	-6%[88.5 µM]	-1%[138 µM]	1	-3%[87.6 µM]	-14%[87.6 µM]	i
Cc1ccccc1-c1nc(-c2c(C)noc2C)cc2cc(CN(C)C)oc12	-6%[172 µM]	?	28µM*	-10	29%[87.6 µM]	-9%[87.6 µM]	?
Cc1ccc(C)c(NC(=O)C(c2ccccc2)N2Cc3ccccc3C2=O)c1 (stereo not given)	nt	nt	nt	-24	8%	3%	nt
COc1ccc(CNC(=O)c2ccc3c(c2)N(Cc2ccc(C)cc2)CCS3)cc1	nt	nt	nt	-11	-3%	-5%	nt
Cc1ccc(S(=O)(=O)N(Cc2nc(-c3ccc(Cl)cc3)no2)C2CCCCC2)cc1	nt	nt	nt	-6	13%	0%	nt
COc1cccc(C(=O)N2CCN(C)C3(CCNC(=O)CC3)C2)c1C (stereo not given)	-8%	i	3%	11	12%	-1%	-10%
CCOC(=O)c1cccc(Nc2cc(C)nc(C)n2)c1	nt	nt	nt	-2	164%[activator]	19%	nt
CCOC(=O)[C@H]1C[C@]2(CCCCN(CCOC(C)=O)C2=O)N(C(=O)c2ccno2)[C@H]1c1ccccc1	nt	nt	?	-4	nt	nt	-22%
COC(=O)Cn1nc(-c2cccc(OC)c2)c2ccccc21	nt	i	nt	3	nt	3%	nt
COCC(=O)N1CCC2(CC1)CC(=O)N(c1ccccc1)c1ccccc1O2	7%	i	-4%	-7	0%	3%	-23%
COCCCNc1nc(-c2c(C)noc2C)cc2cc(CN(C)C)oc12	1%[172 µM]	?	?	-9	39%[activator][87.6 µM]	0%[87.6 µM]	-29%[172 µM]
CCOc1ccccc1NC(=O)CSc1nc2c(sc3ccccc32)c(=O)n1CCCC(=O)NC1CCCC1	nt	nt	nt	-6	25%	6%	nt
CCc1ccccc1NC(=O)Cn1c(=O)n(Cc2ccccc2)c(=O)c2c(C)c(C(=O)N(C)C)sc21	nt	nt	nt	22	11%	-11%	nt
COC(=O)CNC(=O)c1cc(-c2cccnc2)c2nncn2n1	nt	4%	i	19	15%	1%	i
